Yp Topo-I inh: inhibitors of Yersinia pestis topoisomerase I | Y. pestis Topo-I cleavage product accumulation, plate reader | activity, % at 10 µM | 360,000 tested, 0.064% active | AID 504884; in the data active = activity above about 50%, passing the limit was not always enough; also: inactives centre near 2
Mtb BioA inh: inhibitors of Mycobacterium tuberculosis BioA enzyme; purified M. tuberculosis BioA enzyme, plate reader; inhibition, % at 9.99 µM; 360,000 tested, 0.096% active; in the data active = inhibition above about 40%
GDH-TPI counter: inhibits GDH-TPI coupling enzymes, artifact for Mtb FBA screen | inhibition, % at 4.8 µM | 360,000 tested, 1.2% active | GDH-TPI coupled enzyme counterscreen, NADH absorbance; in the data active = inhibition above about 30%;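 also: 0% = DMSO wells and 100% = wells lacking the enzyme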
PfHsp40 yeast: rescue of PfHsp40-mediated yeast toxicity | S. cerevisiae expressing PfHsp40, growth rescue, ATP luminescence | growth rescue, % at 12.5 µM | 340,000 tested, 0.68% active | AID 504582; in the data active = growth rescue above about 28%, passing the limit was not always enough;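 also: yeast W303a lacking pdr1 and pdr3 grown in galactose medium; growth measured after three days at 30 °C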
Mtb UGM inh: Mtb UDP-galactopyranose mutase inhibition. purified UGM, fluorescence polarization probe displacement. inhibition, % at 10 µM. 320,000 tested, 0.06% active; in the data active = inhibition above about 10%, passing the limit was not always enough
TcdB inh: TcdB glycohydrolase inhibition; P18177; TcdB glycohydrolase enzymatic assay, plate reader; inhibition, % at 9.99 µM; 350,000 tested, 0.24% active; in the data active = inhibition above about 10%
Target sequence (P18177 whole entry, looked up): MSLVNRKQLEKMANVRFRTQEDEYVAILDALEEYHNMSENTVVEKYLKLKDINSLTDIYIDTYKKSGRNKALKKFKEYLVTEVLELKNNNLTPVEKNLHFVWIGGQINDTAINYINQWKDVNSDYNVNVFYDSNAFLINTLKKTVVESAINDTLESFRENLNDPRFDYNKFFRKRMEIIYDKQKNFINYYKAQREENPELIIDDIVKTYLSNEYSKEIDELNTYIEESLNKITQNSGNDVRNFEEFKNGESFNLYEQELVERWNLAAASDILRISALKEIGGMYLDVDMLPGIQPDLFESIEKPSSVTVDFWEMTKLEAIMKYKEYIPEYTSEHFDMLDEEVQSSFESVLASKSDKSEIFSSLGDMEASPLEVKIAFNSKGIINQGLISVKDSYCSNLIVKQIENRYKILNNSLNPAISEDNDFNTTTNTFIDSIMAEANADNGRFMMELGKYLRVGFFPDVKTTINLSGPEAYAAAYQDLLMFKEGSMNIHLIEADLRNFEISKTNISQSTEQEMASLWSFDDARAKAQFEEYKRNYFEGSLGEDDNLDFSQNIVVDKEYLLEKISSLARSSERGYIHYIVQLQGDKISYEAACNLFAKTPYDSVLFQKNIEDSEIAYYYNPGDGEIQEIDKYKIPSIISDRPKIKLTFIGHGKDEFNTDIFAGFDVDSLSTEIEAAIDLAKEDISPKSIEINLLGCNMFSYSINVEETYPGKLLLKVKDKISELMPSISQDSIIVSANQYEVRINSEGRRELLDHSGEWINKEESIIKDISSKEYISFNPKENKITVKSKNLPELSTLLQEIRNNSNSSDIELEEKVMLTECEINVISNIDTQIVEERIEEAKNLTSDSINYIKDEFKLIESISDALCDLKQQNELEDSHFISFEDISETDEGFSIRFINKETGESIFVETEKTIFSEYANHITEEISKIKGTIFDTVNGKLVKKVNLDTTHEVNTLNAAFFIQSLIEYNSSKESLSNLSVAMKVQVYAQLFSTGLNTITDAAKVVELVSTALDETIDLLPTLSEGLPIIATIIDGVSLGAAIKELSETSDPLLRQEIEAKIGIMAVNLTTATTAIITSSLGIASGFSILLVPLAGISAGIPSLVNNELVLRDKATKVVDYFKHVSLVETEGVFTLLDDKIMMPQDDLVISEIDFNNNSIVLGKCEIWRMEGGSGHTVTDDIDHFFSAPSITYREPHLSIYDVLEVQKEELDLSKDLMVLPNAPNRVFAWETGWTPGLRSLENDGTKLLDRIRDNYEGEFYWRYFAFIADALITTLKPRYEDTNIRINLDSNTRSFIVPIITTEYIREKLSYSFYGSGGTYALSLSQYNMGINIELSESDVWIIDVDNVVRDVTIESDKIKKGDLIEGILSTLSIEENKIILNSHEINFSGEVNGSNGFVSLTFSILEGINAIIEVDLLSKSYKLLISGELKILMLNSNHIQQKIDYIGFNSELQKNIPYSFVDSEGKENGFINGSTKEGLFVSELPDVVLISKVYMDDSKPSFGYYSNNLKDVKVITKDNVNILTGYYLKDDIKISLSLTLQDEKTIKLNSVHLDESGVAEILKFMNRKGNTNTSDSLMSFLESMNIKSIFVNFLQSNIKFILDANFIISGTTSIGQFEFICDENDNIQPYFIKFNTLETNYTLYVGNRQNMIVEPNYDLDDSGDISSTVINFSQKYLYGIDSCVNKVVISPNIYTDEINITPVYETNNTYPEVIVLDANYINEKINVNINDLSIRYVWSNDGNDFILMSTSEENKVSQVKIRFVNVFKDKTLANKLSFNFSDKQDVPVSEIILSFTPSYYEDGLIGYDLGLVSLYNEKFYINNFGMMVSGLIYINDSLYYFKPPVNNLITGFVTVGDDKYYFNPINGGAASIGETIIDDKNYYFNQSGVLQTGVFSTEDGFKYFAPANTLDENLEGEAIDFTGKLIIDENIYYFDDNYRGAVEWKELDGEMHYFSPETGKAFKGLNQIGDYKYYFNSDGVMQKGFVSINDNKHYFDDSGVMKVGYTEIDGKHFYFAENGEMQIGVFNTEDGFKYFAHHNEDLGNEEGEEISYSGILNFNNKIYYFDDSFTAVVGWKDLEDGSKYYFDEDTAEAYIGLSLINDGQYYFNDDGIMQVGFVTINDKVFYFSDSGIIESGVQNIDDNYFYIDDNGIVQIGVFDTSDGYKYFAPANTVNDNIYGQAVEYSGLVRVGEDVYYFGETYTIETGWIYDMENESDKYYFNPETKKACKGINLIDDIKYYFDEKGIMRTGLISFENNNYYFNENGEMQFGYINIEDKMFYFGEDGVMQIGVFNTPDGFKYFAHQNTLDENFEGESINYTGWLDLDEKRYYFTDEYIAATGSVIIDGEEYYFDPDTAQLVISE
FadD28 binding: inhibitors of Mycobacterium tuberculosis FadD28 bisubstrate binding | FadD28 bisubstrate probe binding, fluorescence polarization | inhibition, % at 12.5 µM | 360,000 tested, 0.22% active | AID 588549; in the data active = inhibition above about 8.5%, passing the limit was not always enough
FBA Mtb inh: Mtb fructose-bisphosphate aldolase inhibition | inhibition, % at 1 µM | 360,000 tested, 2.3% active | purified M. tuberculosis FBA, fluorescence read-out; in the data active = inhibition above about 27%;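 also: 0% = vehicle and 100% = reference inhibitor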
BH1578 lux ind: quorum light induction in luxS cqsA deficient V. cholerae; 350,000 tested, 0.16% active; activation, % at 18.7 µM; V. cholerae BH1578 lux reporter, luminescence, 6 h; in the data active = activation mostly above about 9.7%, no sharp cut-off; also: not every result past the cut was called active; inactives centre near 0; reference of the scale not given here
Numbers without * were called inactive.

Results for COc1cccc(NC(=O)C(Sc2nnc(-c3ccncc3)n2-c2ccc(Cl)cc2)c2ccccc2)c1 (stereo not drawn) ?
Yp Topo-I inh: 23; Mtb BioA inh: -2.5; GDH-TPI counter: -11; PfHsp40 yeast: 0.0; Mtb UGM inh: -1.7; TcdB inh: 0.3; FadD28 binding: -5.9; FBA Mtb inh: -2; BH1578 lux ind: inactive

What do the screens show for `COc1ccc(NC(=O)C2CCCN2S(=O)(=O)c2ccc3c(c2)C(C)(C)C(=O)N3C)cc1` (stereo not drawn)?
Yp Topo-I inh: -6; Mtb BioA inh: 1.4; GDH-TPI counter: 8; TcdB inh: 0.5; FadD28 binding: 0.5; FBA Mtb inh: 5; BH1578 lux ind: -0.4

How did CCC(c1nnnn1C1CCCC1)N1CCN(c2cccc(OC)c2)CC1 (stereo not drawn) do in these assays?
Yp Topo-I inh: -11; GDH-TPI counter: 7; PfHsp40 yeast: 0.9; Mtb UGM inh: 1.6; TcdB inh: -0.2; FadD28 binding: 1.9; FBA Mtb inh: -1; BH1578 lux ind: -0.3

What do the screens show for `Cc1cc(C)n(CCCNC(=O)CN(C)S(=O)(=O)c2ccc(Cl)cc2)n1`?
Yp Topo-I inh: 2; Mtb BioA inh: -1.3; GDH-TPI counter: -12; PfHsp40 yeast: -1.8; Mtb UGM inh: 3.4; TcdB inh: 0.5; FadD28 binding: -0.8; FBA Mtb inh: -1; BH1578 lux ind: inactive

How did Cc1cc(/C=C2\Sc3ccccc3N2C)cc(C)[n+]1CC1CCCO1 (stereo not drawn) do in these assays?
Yp Topo-I inh: -1; GDH-TPI counter: 3; PfHsp40 yeast: 2.9; TcdB inh: 0.3; FadD28 binding: -1.0; FBA Mtb inh: -24; BH1578 lux ind: -0.2

What do the screens show for `CCCC(NS(=O)(=O)c1ccc(-c2ccc(=O)[nH]n2)s1)c1cccs1` (stereo not drawn)?
Yp Topo-I inh: 14; Mtb BioA inh: 1.9; GDH-TPI counter: 8; PfHsp40 yeast: 0.3; Mtb UGM inh: 1.1; TcdB inh: 0.0; FadD28 binding: -6.8; FBA Mtb inh: -2; BH1578 lux ind: -0.3

What do the screens show for `CC1=C(C(=O)OC(C)C)C(C2CC=CCC2)NC(=O)N1` (stereo not drawn)?
Yp Topo-I inh: -11; Mtb BioA inh: -2.3; GDH-TPI counter: -6; PfHsp40 yeast: -0.4; Mtb UGM inh: 3.7; FadD28 binding: 0.0; FBA Mtb inh: 4; BH1578 lux ind: inactive

What do the screens show for `Cc1c(N=Cc2cc3c(cc2[N+](=O)[O-])OCO3)cccc1[N+](=O)[O-]`?
Yp Topo-I inh: -16; GDH-TPI counter: 7; PfHsp40 yeast: 0.7; Mtb UGM inh: 0.6; TcdB inh: 0.3; FadD28 binding: 0.5; FBA Mtb inh: 3; BH1578 lux ind: -0.3

How did Cc1ccccc1NS(=O)(=O)c1ccc(C)c(C(=O)N2CCOCC2)c1 do in these assays?
Yp Topo-I inh: 5; Mtb BioA inh: 0.5; GDH-TPI counter: 0; PfHsp40 yeast: -0.2; Mtb UGM inh: 3.2; TcdB inh: 2.0; FadD28 binding: -1.8; FBA Mtb inh: 1; BH1578 lux ind: -6.4

Results for Cc1cc(=O)oc2cc(OCC(=O)NCCN3CCOCC3)c(Cl)cc12 ?
Yp Topo-I inh: 1; GDH-TPI counter: 8; PfHsp40 yeast: -0.7; Mtb UGM inh: 1.6; TcdB inh: -12; FadD28 binding: -3.1; FBA Mtb inh: 5; BH1578 lux ind: inactive

How did O=C(NCCc1nnc2ccc(NCc3ccccc3Cl)nn12)c1ccccc1 do in these assays?
Yp Topo-I inh: 19; Mtb BioA inh: -0.7; GDH-TPI counter: -7; PfHsp40 yeast: -1.2; Mtb UGM inh: -0.9; TcdB inh: 0.7; FadD28 binding: -2.3; FBA Mtb inh: 2; BH1578 lux ind: -0.4

Results for Cc1ccc(C)c(NS(=O)(=O)c2cc(Br)cnc2N)c1 ?
Yp Topo-I inh: 3; Mtb BioA inh: -0.1; GDH-TPI counter: -2; PfHsp40 yeast: 0.0; Mtb UGM inh: -0.7; FadD28 binding: -3.8; FBA Mtb inh: 3; BH1578 lux ind: -0.3

The closing 2 entries of the section before open the next one.
How did O=C(NCCc1nnc2ccc(NCc3ccccc3Cl)nn12)c1ccccc1 do in these assays?
Yp Topo-I inh: 19; Mtb BioA inh: -0.7; GDH-TPI counter: -7; PfHsp40 yeast: -1.2; Mtb UGM inh: -0.9; TcdB inh: 0.7; FadD28 binding: -2.3; FBA Mtb inh: 2; BH1578 lux ind: -0.4

Results for Cc1ccc(C)c(NS(=O)(=O)c2cc(Br)cnc2N)c1 ?
Yp Topo-I inh: 3; Mtb BioA inh: -0.1; GDH-TPI counter: -2; PfHsp40 yeast: 0.0; Mtb UGM inh: -0.7; FadD28 binding: -3.8; FBA Mtb inh: 3; BH1578 lux ind: -0.3

Results for COc1ccc(NC(=O)NCCCN2CCCC2=O)c(OC)c1 ?
Yp Topo-I inh: 1; Mtb BioA inh: -2.3; GDH-TPI counter: 2; PfHsp40 yeast: 2.1; Mtb UGM inh: 1.5; FadD28 binding: -1.9; FBA Mtb inh: 1; BH1578 lux ind: -0.4

Results for CCN(CC)CCNc1ccc(CO)c2oc3cc(Cl)ccc3c(=O)c12 ?
Yp Topo-I inh: -14; Mtb BioA inh: -4.2; GDH-TPI counter: 1; TcdB inh: 0.4; FadD28 binding: -0.4; FBA Mtb inh: -2; BH1578 lux ind: -1.4

What do the screens show for `CC(C)(C)c1ccc(C(=O)N2CCC2(C)C(=O)Nc2ccc3[nH]ncc3c2)cc1` (stereo not drawn)?
Yp Topo-I inh: 19; Mtb BioA inh: 1.6; GDH-TPI counter: -3; TcdB inh: 1.5; FadD28 binding: -2.7; FBA Mtb inh: -4; BH1578 lux ind: -0.3

What do the screens show for `NC(=O)NOCc1c(Cl)cccc1Cl`?
Yp Topo-I inh: 4; GDH-TPI counter: -5; PfHsp40 yeast: -1.4; Mtb UGM inh: 0.1; TcdB inh: -2.4; FadD28 binding: -1.5; FBA Mtb inh: 5; BH1578 lux ind: inactive

Results for CCOC(=O)Cc1csc(NC(=O)c2cc(OC)cc(OC)c2)n1 ?
Yp Topo-I inh: -2; Mtb BioA inh: -0.2; GDH-TPI counter: 4; PfHsp40 yeast: 1.6; Mtb UGM inh: -1.3; FadD28 binding: -3.2; FBA Mtb inh: 0; BH1578 lux ind: inactive

What do the screens show for `CN(C)S(=O)(=O)c1ccc2c(c1)C(=NNC(N)=O)c1cc(S(=O)(=O)N(C)C)ccc1-2`?
Yp Topo-I inh: 4; GDH-TPI counter: 18; PfHsp40 yeast: 0.7; Mtb UGM inh: -0.3; TcdB inh: 1.1; FadD28 binding: -4.1; FBA Mtb inh: -3; BH1578 lux ind: inactive

Results for CCCC(=O)Nn1cnc2c(c1=O)C1(CCCC1)Cc1ccccc1-2 ?
Yp Topo-I inh: -4; Mtb BioA inh: -1.6; GDH-TPI counter: 5; PfHsp40 yeast: 0.6; Mtb UGM inh: 2.2; FadD28 binding: -4.2; FBA Mtb inh: -8; BH1578 lux ind: -0.3

Results for FC(F)(F)c1cc(-c2ccccc2)nc(-n2cc(Cl)cn2)n1 ?
Yp Topo-I inh: -4; Mtb BioA inh: 0.1; GDH-TPI counter: -1; PfHsp40 yeast: -1.1; Mtb UGM inh: -1.6; TcdB inh: 1.1; FadD28 binding: -3.7; FBA Mtb inh: -5; BH1578 lux ind: -0.4

Results for COc1ccc(-c2nc(O)c3cnccn23)cc1 ?
Yp Topo-I inh: 6; GDH-TPI counter: 11; PfHsp40 yeast: 1.6; Mtb UGM inh: 1.2; TcdB inh: 0.3; FadD28 binding: 0.5; FBA Mtb inh: -1; BH1578 lux ind: -0.4

How did COc1ccc(NCc2nnc(SCC(=O)NNC(=O)c3ccc(C)cc3)n2C)cc1 do in these assays?
Yp Topo-I inh: 9; GDH-TPI counter: 4; PfHsp40 yeast: -0.2; Mtb UGM inh: -1.8; TcdB inh: 1.3; FadD28 binding: -0.2; FBA Mtb inh: 2; BH1578 lux ind: -0.2

How did CCOc1ccc2cc(C#N)c(SCC(=O)N3CCC(C)CC3)nc2c1 do in these assays?
Yp Topo-I inh: 5; Mtb BioA inh: -1.7; GDH-TPI counter: -5; PfHsp40 yeast: 0.5; Mtb UGM inh: 2.4; FadD28 binding: -1.3; FBA Mtb inh: 3; BH1578 lux ind: 14

Results for COc1cc(C(=O)OCC(C)=O)cc(NC(=O)c2ccco2)c1OC ?
Yp Topo-I inh: 3; Mtb BioA inh: 3.0; GDH-TPI counter: 11; PfHsp40 yeast: -1.4; Mtb UGM inh: -2.1; TcdB inh: 0.6; FadD28 binding: -0.2; FBA Mtb inh: 3; BH1578 lux ind: inactive

How did c1ccc(Nc2nc(-c3ccncc3)cs2)nc1 do in these assays?
Yp Topo-I inh: -5; Mtb BioA inh: -1.7; GDH-TPI counter: -4; PfHsp40 yeast: -0.8; Mtb UGM inh: 2.3; FadD28 binding: -4.1; FBA Mtb inh: 1; BH1578 lux ind: -1.3

Results for CCNC(=O)/C(=C/c1ccco1)NC(=O)/C=C/c1ccccc1 ?
Yp Topo-I inh: -1; Mtb BioA inh: 0.7; GDH-TPI counter: 16; PfHsp40 yeast: -1.5; Mtb UGM inh: 4.7; FadD28 binding: 0.0; FBA Mtb inh: 0; BH1578 lux ind: inactive

Results for Cc1nc2c3cc(Cl)ccc3n(CCN3CCCCC3)c2s1 ?
Yp Topo-I inh: 4; Mtb BioA inh: 2.0; GDH-TPI counter: 9; PfHsp40 yeast: -1.7; Mtb UGM inh: -1.1; FadD28 binding: -4.8; FBA Mtb inh: -4; BH1578 lux ind: 5.0

Results for COc1ccccc1C(=O)NCCC(=O)NCc1ccccn1 ?
Yp Topo-I inh: 3; Mtb BioA inh: -0.6; GDH-TPI counter: -3; PfHsp40 yeast: -0.5; Mtb UGM inh: 0.0; TcdB inh: 0.9; FBA Mtb inh: -4; BH1578 lux ind: inactive

What do the screens show for `CCSc1ccccc1C(=O)Nc1cccc(OC)c1`?
Yp Topo-I inh: 5; Mtb BioA inh: -3.6; GDH-TPI counter: 1; PfHsp40 yeast: 1.1; Mtb UGM inh: -2.8; FadD28 binding: -3.2; FBA Mtb inh: 0; BH1578 lux ind: -0.8

Results for COc1ccc(C(=O)Nc2ccccc2C(=O)NCc2ccco2)cc1OC ?
Yp Topo-I inh: 11; Mtb BioA inh: 3.5; GDH-TPI counter: 4; PfHsp40 yeast: 1.0; Mtb UGM inh: 0.0; FadD28 binding: -1.0; FBA Mtb inh: 0; BH1578 lux ind: -0.3

Results for CCN(CC)S(=O)(=O)c1ccc2[nH]c(=O)cc(C(=O)Nc3ccc(C)c(S(=O)(=O)N(CC)CC)c3)c2c1 ?
Yp Topo-I inh: 1; GDH-TPI counter: 5; PfHsp40 yeast: 3.3; Mtb UGM inh: 1.2; FadD28 binding: -6.8; FBA Mtb inh: 1; BH1578 lux ind: inactive

Results for Cc1noc(C)c1COc1cccc(C(=O)NC(C)(C)C)c1 ?
Yp Topo-I inh: -10; GDH-TPI counter: -8; PfHsp40 yeast: -0.8; Mtb UGM inh: -1.2; TcdB inh: 0.7; FadD28 binding: -1.0; FBA Mtb inh: 4; BH1578 lux ind: inactive

What do the screens show for `COCCN(CC(=O)Nc1ccccc1C(F)(F)F)C(=O)/C=C/c1cc(Cl)c2c(c1)OCO2`?
Yp Topo-I inh: 15; Mtb BioA inh: -1.9; GDH-TPI counter: 7; PfHsp40 yeast: 0.6; Mtb UGM inh: 2.0; TcdB inh: 1.2; FadD28 binding: -4.6; FBA Mtb inh: 1; BH1578 lux ind: -4.2

What do the screens show for `NS(=O)(=O)c1ccc(N2CCN(S(=O)(=O)Cc3ccccc3)CC2)nc1`?
Yp Topo-I inh: -8; Mtb BioA inh: -2.6; GDH-TPI counter: -5; PfHsp40 yeast: 0.3; Mtb UGM inh: -2.1; TcdB inh: 0.4; FadD28 binding: -2.1; FBA Mtb inh: 3; BH1578 lux ind: -0.8

Results for CC(=O)c1c(C)[nH]c(C(=O)OCc2ccccc2)c1C ?
Yp Topo-I inh: -3; Mtb BioA inh: 16; GDH-TPI counter: 2; PfHsp40 yeast: 1.0; Mtb UGM inh: 0.4; TcdB inh: 1.4; FadD28 binding: -1.3; FBA Mtb inh: 6; BH1578 lux ind: 4.2

Results for COc1ccccc1N1CCN(C2CCCN(C(=O)CN3CCCC3=O)C2)CC1 (stereo not drawn) ?
Yp Topo-I inh: 9; Mtb BioA inh: -0.5; GDH-TPI counter: -1; PfHsp40 yeast: -1.2; Mtb UGM inh: 1.4; TcdB inh: -1.4; FadD28 binding: 0.2; FBA Mtb inh: 0; BH1578 lux ind: 0.0
